Screens deposited in PubChem by Sanford-Burnham Center for Chemical Genomics.
APJ ag: agonists of human APJ apelin receptor; AID 2520; activation, % at 20 µM; 0.11% of 330,000 active; CHO-K1 APJ PathHunter beta-arrestin, luminescence; 0% DMSO wells, 100% apelin; P35414;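 active = activation more than six SD over the plate average, tested at 20 µM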;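 also: 0% = DMSO alone and 100% = apelin-13 at 10 nM; some results filed as inactive read as strong as hits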
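Material: CHO-K1 APJ beta-arrestin complementation cell line; Input: cell density 1000 per well; Incubation: compound stimulation 90 min at 25 °C, detection 60 min; Signal: luminescence from split beta-galactosidase complementation, Galacton Star/Emerald II substrate; Controls: DMSO-only wells as negative, 10 nM Apelin-13 as positive control.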
Mdm2 MdmX PPI: human Mdm2/MdmX binding inhibition. inhibition, % at 8 µM. SaOS-2 split-luciferase Mdm2/MdmX complementation, luminescence. AID 485346. 3% of 330,000 active;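 active = inhibition of at least 50% at 8 µM in the primary screen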
Target sequence (O15151 whole entry, looked up): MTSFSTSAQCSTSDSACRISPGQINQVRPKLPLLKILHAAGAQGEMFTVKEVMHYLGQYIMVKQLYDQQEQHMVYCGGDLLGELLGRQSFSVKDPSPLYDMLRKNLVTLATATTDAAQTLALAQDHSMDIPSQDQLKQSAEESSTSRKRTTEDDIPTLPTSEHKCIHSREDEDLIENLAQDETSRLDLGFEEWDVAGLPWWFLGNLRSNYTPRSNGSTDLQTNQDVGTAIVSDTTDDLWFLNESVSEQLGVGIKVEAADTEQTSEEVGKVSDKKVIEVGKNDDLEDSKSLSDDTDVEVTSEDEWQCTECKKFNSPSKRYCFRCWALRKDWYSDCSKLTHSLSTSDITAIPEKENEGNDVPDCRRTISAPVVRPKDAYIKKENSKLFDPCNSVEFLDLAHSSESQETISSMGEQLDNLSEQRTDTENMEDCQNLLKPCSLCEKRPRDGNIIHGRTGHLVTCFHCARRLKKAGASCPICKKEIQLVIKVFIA
Target sequence (Q00987 whole entry, looked up): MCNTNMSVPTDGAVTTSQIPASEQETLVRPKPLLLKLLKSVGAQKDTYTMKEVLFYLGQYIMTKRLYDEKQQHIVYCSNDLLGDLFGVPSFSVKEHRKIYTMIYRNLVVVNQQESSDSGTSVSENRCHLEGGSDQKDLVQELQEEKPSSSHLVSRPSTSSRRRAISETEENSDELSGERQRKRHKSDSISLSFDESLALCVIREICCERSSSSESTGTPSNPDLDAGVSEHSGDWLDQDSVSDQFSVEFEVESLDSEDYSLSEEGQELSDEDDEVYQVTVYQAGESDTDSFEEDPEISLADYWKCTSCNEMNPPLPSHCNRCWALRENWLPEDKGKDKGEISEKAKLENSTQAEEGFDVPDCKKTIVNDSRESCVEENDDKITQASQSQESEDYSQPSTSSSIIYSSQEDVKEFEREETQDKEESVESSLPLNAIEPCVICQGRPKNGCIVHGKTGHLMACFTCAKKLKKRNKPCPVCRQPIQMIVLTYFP
tim10-1 inh: tim10-1 yeast growth inhibition; S. cerevisiae tim10-1 ts strain growth, BacTiter-Glo, 24 h; inhibition, % at 20 µM; AID 463190; 2.2% of 330,000 active;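 active = inhibition of at least 40%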;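 also: mutant grown at 25 °C; 0% = DMSO wells with yeast and 100% = wells holding no yeast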
TIM10 inh: TIM10 yeast growth inhibition; S. cerevisiae TIM10 strain growth, BacTiter-Glo luminescence, 24 h; inhibition, % at 10 µM; 1.4% of 330,000 active; AID 463195;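 active = inhibition of 40% or more at the single tested concentration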;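 also: wild-type TIM10 isogenic control strain grown at permissive 25 °C; 0% = DMSO yeast wells and 100% = minimal medium wells without yeast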
UPR XBP1 act: adaptive UPR (XBP1) activation. CHO-XBP1 luciferase reporter, IRE1-XBP1 UPR activation, luminescence; percent of tunicamycin response, DMSO as zero. activation, % at 20 µM. 0.33% of 330,000 active;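 active = versus positive control, 20 µM dose yields 30% or more activation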;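 also: 100% = tunicamycin at 10 µg/mL and 0% = DMSO only wells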
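Assay system: IRE1-XBP1 luciferase reporter CHO line. Input: 1000 cells/well. Buffer or medium: F12 with 10% serum. Doses: 20 µM, 1% DMSO. Times: overnight seeding at 37 °C, 6 h compound treatment at 37 °C. Technique: Steady-Glo luciferase glow luminescence, 10 min after reagent addition.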
CXCR6 inh: inhibitors of human CXCR6 receptor; O00574; CHO-K1 PathHunter CXCR6 beta-arrestin, luminescence; inhibition, % at 20 µM; 0.36% of 360,000 active; AID 602244; in the data active = inhibition above about 34%, passing the limit was not always enough;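 also: antagonist mode with CXCL16 agonist at 10 nM final; 0% = 10 nM CXCL16 with DMSO and 100% = unstimulated wells without agonist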
APJ antag: antagonists of human APJ apelin receptor | P35414 | CHO-K1 APJ beta-arrestin complementation, luminescence | inhibition, % at 20 µM | 0.32% of 330,000 active | AID 2521;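 active = inhibition above about 40% at 20 µM, limit read from the data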;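 also: cells challenged with 10 nM apelin-13 agonist together with compound; plate controls were apelin-13 plus DMSO wells for no effect and DMSO wells lacking apelin-13 for full effect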
UPR CHOP act: activators of apoptotic arm of unfolded protein response (CHOP) | CHO-CHOP luciferase reporter, UPR activation, luminescence; percent of tunicamycin response over DMSO baseline | activation, % at 10 µM | 0.34% of 330,000 active | AID 449763;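 active = at 10 µM dose, activation of 40% or more, normalized to positive control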;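 also: 100% = tunicamycin at 10 µg/mL and 0% = DMSO alone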
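Assay system: CHO cells with stable CHOP pathway luciferase reporter; Buffer or medium: F12 plus 10% serum; Times: 16-18 h cell attachment, then 6 h compound exposure, 37 °C; Signal: luciferase luminescence; Read-out basis: percent activation relative to tunicamycin control; Control set: tunicamycin high control, DMSO low control.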
tim23-1 inh: inhibits growth of tim23-1 mutant yeast; inhibition, % at 20 µM; S. cerevisiae tim23-1 growth, BacTiter-Glo luminescence, 24 h; 1.3% of 330,000 active;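 active = growth inhibition of the mutant yeast at or above 50%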;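 also: temperature-sensitive mutant grown at 25 °C; plate controls were DMSO-treated mutant yeast for no effect and medium wells lacking yeast for full effect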
The depositor's hits bear a star; / = not tested or not shown. An excerpt (hit frequency here may not be typical).

SMILES	APJ ag	Mdm2 MdmX PPI	tim10-1 inh	TIM10 inh	UPR XBP1 act	CXCR6 inh	APJ antag	UPR CHOP act	tim23-1 inh
CCOc1ccc(N(CC(=O)NCCc2ccccc2)C(=O)CCC(=O)Nc2nccs2)cc1	9	2	-1	17	-1	1	5	0.5	7
COc1ccc(-c2cnnc(N/N=C/c3ccc(O)c(O)c3)n2)cc1	-3	13	9	-11	-1	4	-6	0.1	-1
Cc1cc([N+](=O)[O-])nn1CCC(=O)Nc1nccs1	-4	-2	3	11	-4	0	12	-1.4	-5
CCC(=O)Nc1cc(OC)cc(OC)c1	1	-7	-3	-36	-1	2	-21	-0.9	12
O=C(O)CCCn1cc(NC(=O)COc2ccccc2[N+](=O)[O-])cn1	-2	-2	4	4	5	0	7	-0.8	11
COC(=O)c1cn(-c2ccccc2)c(C)c1C(=O)OC	1	-20	34	-4	0	-14	-3	0.0	15
CCc1cccc(NS(=O)(=O)c2c(C)nc3sc(CC)nn3c2=O)c1	-3	53*	27	11	-3	-2	-60	-0.3	26
Cc1cc(C)nc(SCC(=O)c2ccc(O)c(O)c2)n1	1	7	10	-22	-6	0	-4	-1.5	-2
Cn1c(=O)n(CCc2ccccc2)c(=O)c2c1nc1n2CCN1Cc1ccco1	1	24	31	-1	0	-2	-5	2.1	21
Cc1cc(C)n2nc(C(=O)OCCOc3cccc(Br)c3)nc2n1	1	26	19	5	-1	0	7	-0.7	15
COc1ccc(CC(=O)n2[nH]c(=O)ccc2=O)cc1OC	3	27	0	3	-1	0	-10	-0.4	-9
CCCCSc1nc2c(cnn2-c2ccc(C)c(C)c2)c(=O)[nH]1	-1	20	6	7	0	4	-8	1.9	10

Next part; it opens with the 3 that closed the last part.
SMILES	APJ ag	Mdm2 MdmX PPI	tim10-1 inh	TIM10 inh	UPR XBP1 act	CXCR6 inh	APJ antag	UPR CHOP act	tim23-1 inh
Cc1cc(C)n2nc(C(=O)OCCOc3cccc(Br)c3)nc2n1	1	26	19	5	-1	0	7	-0.7	15
COc1ccc(CC(=O)n2[nH]c(=O)ccc2=O)cc1OC	3	27	0	3	-1	0	-10	-0.4	-9
CCCCSc1nc2c(cnn2-c2ccc(C)c(C)c2)c(=O)[nH]1	-1	20	6	7	0	4	-8	1.9	10
Cc1oc2c(c(C)cc3oc(=O)c(CC(=O)NCC(=O)NCC(=O)O)c(C)c32)c1C	-3	-1	22	-5	-1	1	8	0.4	13
CCOC(=O)c1sc(NC(=O)C2CC=CCC2C(=O)O)nc1C (stereo unspecified)	-1	-1	-5	-15	-1	-4	7	-1.5	4
CCCOc1ccc2oc(=O)c3c(c2c1)CCCN3C(=O)CN(C)Cc1ccccc1	-1	3	14	6	-3	-24	22	0.9	38
Cc1ccc(OCCCSc2ncccn2)cc1C	-6	-57	13	11	3	-2	-1	4.6	-11
CC1CCCN(C(=O)COC(=O)CNC(=O)c2sc3ccccc3c2Cl)C1 (stereo unspecified)	-1	3	-8	0	-1	0	7	-1.8	9
CC(C)(C)C(=O)C1=C(O)C(=O)N(c2ccccc2)C1c1ccccc1 (stereo unspecified)	-2	21	5	-3	0	5	3	13	15
COc1ccc(OC)c(C(C)NC(=O)C(C)n2cc([N+](=O)[O-])cn2)c1 (stereo unspecified)	-3	10	4	-5	-2	3	0	0.3	8
Cn1ncc(Cl)c1C(=O)N1CCc2ccccc21	-4	5	6	0	0	-9	9	-0.6	4
COc1cc(C(=O)OCC(=O)Nc2ccccc2C(=O)NC2CC2)c([N+](=O)[O-])cc1OC	1	-2	3	2	-3	-8	-14	0.4	9
CC(=O)c1ccc(NC(=O)CSc2nnc(-c3ccncc3)n2C2CC2)cc1	-4	12	-21	-8	-1	7	-3	1.3	-11
Cc1ccc(C(=O)COC(=O)c2cnccn2)cc1C	-1	14	5	15	1	/	1	0.0	24
O=C(OCC(=O)N1CCc2ccccc21)C1CCCN1S(=O)(=O)c1ccc(Cl)cc1 (stereo unspecified)	-2	11	-11	-24	-1	-11	-2	-0.6	25
CC1CCN(c2cc(N3CCOCC3)c([N+](=O)[O-])cc2F)CC1	-2	-2	39	19	-2	2	16	-2.3	12
Cc1[nH]n(-c2ccccc2)c(=O)c1C(c1ccccc1C(=O)O)c1c(C)[nH]n(-c2ccccc2)c1=O	1	-1	-6	6	-1	-7	-7	1.1	9
CCN1CCN(c2ccc(N=Cc3ccc(O)cc3O)cc2)CC1	-1	-10	-36	-4	-2	-1	-8	-0.3	-37
Cc1nn(Cc2ccc(C(=O)Nc3nccs3)cc2)c(C)c1Cl	-3	-9	22	33	4	-3	-7	2.8	-10
NNC(=O)c1ccc(Cn2cccn2)o1	4	11	9	-5	-1	-3	-2	2.0	10
COc1cccc(OC)c1CC1SC(=O)NC1=O (stereo unspecified)	1	29	21	9	1	-6	8	3.2	10
Cc1cc(C)n2nc(CC(=O)NNC(=O)c3ccc(N(C)C)cc3)nc2n1	-4	12	-16	-5	-4	1	5	-1.2	-8
COC(=O)c1cc(OC)nc2c1c(=O)n(C)c(=O)n2C	0	0	9	5	-3	-2	7	1.4	-14
CCc1ccc(NC(=O)C(=O)NCC2CCCO2)cc1 (stereo unspecified)	-3	-17	8	-7	0	-4	-5	0.5	3
O=C(COC(=O)CSc1nnc(-c2ccc(Cl)cc2)o1)NCc1ccc2c(c1)OCO2	-2	-16	11	4	-2	-1	8	2.5	17
Cc1ccccc1Nc1nnc(SCC(=O)Nc2ccccc2[N+](=O)[O-])s1	-1	2	25	14	1	-1	-6	1.8	18
CCOC(=O)NC1(C(F)(F)F)C(=O)N(Cc2ccccc2)C2=C1C(=O)CC(C)(C)C2 (stereo unspecified)	-2	13	25	12	2	3	15	1.2	21
CCC(CO)Oc1cc(NCc2ccc(OC)cc2)c2ncn(C(C)C)c2c1 (stereo unspecified)	-2	12	-4	-12	-2	-4	-5	3.2	9
CCOc1ncccc1C(=O)NCc1ccccc1Cl	2	-2	4	5	7	4	10	0.6	23
COc1ccc(C(=O)CSc2ncn[nH]2)cc1OC	-2	-1	22	4	-2	-4	0	-3.1	7
COc1ccc(NC(=O)CCNC(=O)Cn2ccc3ccccc3c2=O)cc1Cl	0	15	-16	6	-3	-2	7	-0.2	2
Cc1nnc(SC(C)C(=O)Nc2ccc3ccccc3c2)[nH]c1=O (stereo unspecified)	-1	-8	6	-11	1	-4	-15	-0.2	-2
COc1cc(C)nc(Oc2ccc(OCCOc3ccccc3)nn2)n1	-2	-14	15	12	1	0	10	0.6	10
CCOC(=O)Nc1cccc(OCC(=O)Nc2ccc3c(c2)CCC3)c1	0	27	-25	49*	1	-2	-2	2.1	29
CCc1ccc(OCCNC(=O)c2ccccc2SCc2ccccc2)cc1	4	80*	0	23	1	-12	16	-2.0	16
COc1ccc2[nH]cc(CCNS(=O)(=O)c3ccccc3)c2c1	0	14	17	-5	0	-15	-6	-0.3	18
Nc1cc(OC(=O)c2ccccc2Br)nn1S(=O)(=O)c1ccccc1	0	9	58*	47*	-1	15	15	0.5	37
O=C(NC1CCCCC1)NC1(C(=O)N2CCN3CCCC3C2)CCCCC1 (stereo unspecified)	-5	-28	2	6	0	-8	-4	0.4	15
Cn1nc(C(F)(F)F)c(-c2ccc(F)cc2)c1NC(=O)Nc1ccc(F)cc1	-1	5	15	14	-2	-16	-37	-1.4	23

Fetched by structure from the entries so far, 3 records:
SMILES	APJ ag	Mdm2 MdmX PPI	tim10-1 inh	TIM10 inh	UPR XBP1 act	CXCR6 inh	APJ antag	UPR CHOP act	tim23-1 inh
CCc1ccc(OCCNC(=O)c2ccccc2SCc2ccccc2)cc1	4	80*	0	23	1	-12	16	-2.0	16
CCC(CO)Oc1cc(NCc2ccc(OC)cc2)c2ncn(C(C)C)c2c1 (stereo unspecified)	-2	12	-4	-12	-2	-4	-5	3.2	9
CCOc1ncccc1C(=O)NCc1ccccc1Cl	2	-2	4	5	7	4	10	0.6	23

Further entries
SMILES	APJ ag	Mdm2 MdmX PPI	tim10-1 inh	TIM10 inh	UPR XBP1 act	CXCR6 inh	APJ antag	UPR CHOP act	tim23-1 inh
Cc1ccc(C2N3CC4([N+](=O)[O-])CN2CC([N+](=O)[O-])(C3)C4(C)C)cc1 (stereo unspecified)	-1	5	10	-19	-3	-11	-6	-2.6	-10
Cc1ccc(NC(=S)N(CCCN2CCOCC2)Cc2cccs2)c(C)c1	0	-10	16	6	-2	4	-17	2.5	20
O=C(NCc1cccs1)C1CCN(S(=O)(=O)c2ccc3c(c2)OCCO3)CC1	4	-18	4	12	-1	-11	-41	0.9	16
CCOc1ccc(NC(=O)CN(C)C(=O)CSC(C)C(=O)Nc2cc(C)on2)cc1OCC (stereo unspecified)	-1	-4	1	-20	-1	-2	9	-0.5	-23
Cc1ccc(Nc2nnc(SC(C)C(=O)NCC3CCCO3)s2)cc1 (stereo unspecified)	-5	16	13	20	0	-4	10	0.1	18
COCCCNC(=O)Cn1nnc(-c2ccccc2NC(=O)c2ccccc2F)n1	-1	-4	-4	-11	0	0	2	-0.7	3
COc1ccccc1NC(=O)CN1CCC(n2c(C)nc3cc(F)ccc32)CC1	1	25	33	22	6	6	-4	0.2	31
CCCCn1c(N)c(N(CCOC)C(=O)c2cccc(S(=O)(=O)N(C)c3ccc(C)cc3)c2)c(=O)[nH]c1=O	8	-32	2	10	1	-2	-13	0.1	9
O=C(Oc1ccc(/C=N/O)cc1)c1ccccc1	-4	25	23	20	21	-1	-3	8.5	45
CC1=C(C(=O)OC(C)C)C(c2cccs2)C(C(=O)OC(C)C)=C(C)N1	-1	-13	1	9	-1	-4	-3	5.3	22
CCC(C)NC(=O)Cn1c(COc2ccc(Cl)cc2Cl)nc2ccccc21 (stereo unspecified)	-4	-52	1	8	-3	-4	-1	5.6	15
CCc1ccc(C(=O)NNC(=O)c2ccc(=O)n(C)n2)cc1	1	10	-6	0	-1	-6	3	-1.4	-3
CSCCC(NC(=O)COc1ccccc1)C(=O)NCc1cccs1 (stereo unspecified)	8	22	-16	-2	-7	-4	5	2.4	-12
Cc1ccnc(NS(=O)(=O)c2ccc(NC(=O)C3CC3)cc2)n1	-6	-2	-4	2	-1	-19	6	1.5	-2
COc1ccc(C(O)c2ncc(C(F)(F)F)cc2Cl)cc1 (stereo unspecified)	-2	27	6	15	-3	6	7	-0.8	7
COC(=O)c1sccc1NC(=O)c1ccc(C(C)C)cc1	-2	-6	9	-3	-3	14	-3	1.8	23
Nc1cc(=O)[nH]c(SCC(=O)N2N=C(c3ccc4ccccc4c3)CC2c2ccccc2)n1 (stereo unspecified)	3	22	13	-3	-1	-5	-9	-0.3	7
S=C(NCCN1CCCCC1)Nc1ccccc1	-1	18	5	4	1	3	11	-0.3	3
C/C(Cl)=C/Cn1c(NCCCn2ccnc2)nc2c1c(=O)[nH]c(=O)n2C	0	4	1	-20	-2	1	-11	1.0	-7
